# High-throughput results deposited in PubChem by several laboratories.
# Mcl1-Bid inh: Mcl-1/Bid binding inhibitors, primary screen, biochemical, TR-FRET, 1536-well; Induced myeloid leukemia cell differentiation protein Mcl-1 (Homo sapiens), Q07820; TR-FRET Mcl-1/Bid-Dy647 peptide binding; inhibition, % at 21.7 µM; actives 0.97% (n = 220,000); AID 1021, 2008;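 active = compounds that cut the binding signal by more than half at the single screening dose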;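 note: His-tagged Mcl-1 with europium anti-His antibody binding Bid BH3 peptide; 0% = Mcl-1 plus peptide wells and 100% = peptide-only wells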
# Bcl-W Bim block: inhibitors of Bim binding to Bcl-W, primary screen, biochemical, multiplexed, bead-based flow cytometry; Bcl-2-like protein 2 (Homo sapiens), Q92843; actives 0.02% (n = 190,000); inhibition, % at 10 µM; AID 952, 2007; Bim peptide-Bcl-W binding;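 note: 0% = bound tracer without compound and 100% = peptide blocker; higher means less fluorescent Bim peptide bound to Bcl-W beads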
# Target sequence (Q92843 whole entry, looked up): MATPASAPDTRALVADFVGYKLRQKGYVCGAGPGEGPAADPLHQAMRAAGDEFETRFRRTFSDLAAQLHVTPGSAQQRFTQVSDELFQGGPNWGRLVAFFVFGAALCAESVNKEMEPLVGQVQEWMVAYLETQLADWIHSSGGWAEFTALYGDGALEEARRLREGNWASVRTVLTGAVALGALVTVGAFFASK
# Bim-Bcl-XL: inhibitors of Bim-Bcl-XL binding, primary screen, biochemical, multiplexed, bead flow cytometry, human Bcl-XL; actives 0.04% (n = 190,000); Bcl-2-like protein 1 (Homo sapiens), Q07817; Bim peptide-Bcl-XL binding, fluorescence; AID 1007, 2008; inhibition, % at 10 µM
# Target sequence (Q07817 whole entry, looked up): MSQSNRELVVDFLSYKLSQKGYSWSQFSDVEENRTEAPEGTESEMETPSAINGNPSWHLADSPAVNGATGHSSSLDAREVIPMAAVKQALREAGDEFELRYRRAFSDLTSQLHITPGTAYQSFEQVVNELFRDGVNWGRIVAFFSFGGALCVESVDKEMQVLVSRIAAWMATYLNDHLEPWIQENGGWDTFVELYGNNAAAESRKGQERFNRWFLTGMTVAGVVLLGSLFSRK
# RGS4-Gao reg: modulators of RGS4 binding to Galphao, primary screen, biochemical, multiplexed bead flow cytometry; AID 1415, 2008; actives 0.33% (n = 220,000); binding response (% of control), % at 10 µM; actives lie on both sides; in the data active = binding response below about 49% or above about 150%; inactive = in between;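 note: fluorescent Galphao activated with aluminum fluoride binding bead-coupled RGS4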
# Target sequence (P09471 whole entry, looked up): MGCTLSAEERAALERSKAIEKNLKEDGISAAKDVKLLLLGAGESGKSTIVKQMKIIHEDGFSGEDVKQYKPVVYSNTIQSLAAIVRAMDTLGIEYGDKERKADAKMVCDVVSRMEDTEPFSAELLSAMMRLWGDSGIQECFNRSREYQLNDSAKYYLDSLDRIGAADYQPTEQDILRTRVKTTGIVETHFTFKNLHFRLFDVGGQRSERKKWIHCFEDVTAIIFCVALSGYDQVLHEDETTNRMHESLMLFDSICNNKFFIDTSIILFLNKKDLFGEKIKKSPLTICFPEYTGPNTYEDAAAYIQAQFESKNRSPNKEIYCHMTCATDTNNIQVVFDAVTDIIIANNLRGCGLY
# RGS8-Gao reg: RGS8-Galphao binding modulators, primary screen, biochemical, multiplexed bead flow cytometry | Guanine nucleotide-binding protein G(o) subunit alpha (Homo sapiens), P09471 | actives lie on both sides | response (percent of control binding), % at 10 µM | actives 0.34% (n = 220,000); in the data active = response below about 60% or above about 140%; inactive = in between;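 note: Galphao activated as the GDP aluminium fluoride complex binding bead-coupled RGS8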
# GSH bead fluor: compound fluorescence on glutathione beads, profiling panel, artefact control, biophysical, 488/530 nm, flow cytometry; actives 0.25% (n = 190,000); AID 1776, 2009; GSH beads flow cytometry, compound fluorescence 488/530 nm; stronger effect = higher value; fluorescence (KMESF) at 10 µM; in the data active = fluorescence above about 89;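 note: glutathione beads carrying GST-tagged Bcl family fusion proteins plus one bare bead set; values are compound well signal with DMSO vehicle wells as background; inactives centre near 16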
# RGS7-Gao reg: RGS7-Galphao binding modulators, primary screen, biochemical, multiplexed bead flow cytometry; Guanine nucleotide-binding protein G(o) subunit alpha (Homo sapiens), P09471; actives lie on both sides; binding response (% of control), % at 10 µM; actives 0.35% (n = 220,000); in the data active = binding response below about 49% or above about 150%; inconclusive = no clear call, values can overlap the other calls; inactive = in between;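 note: fluorescent Galphao held in activated GDP-AlF4 state binding bead-coupled RGS7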
# Bim-Mcl-1: inhibitors of Bim peptide binding to Mcl-1, primary screen, biochemical, bead-based flow cytometry, multiplex; actives 0.1% (n = 190,000); inhibition, % at 10 µM; Induced myeloid leukemia cell differentiation protein Mcl-1 (Homo sapiens), Q07820; Bim peptide-Mcl-1 binding; AID 1009, 2008;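 note: 0% = no compound tracer wells and 100% = peptide blocker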
# Bim-Bcl-B: inhibitors of Bim-Bcl-B binding, primary screen, biochemical, multiplexed, human Bcl-2 family | Bcl-2-like protein 10 (Homo sapiens), Q9HD36 | inhibition, % at 10 µM | actives 0.073% (n = 190,000) | bead-based flow cytometry, Bim peptide-Bcl-B binding;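 note: 0% = tracer peptide without compound and 100% = reference inhibitor peptide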
# Target sequence (Q9HD36 whole entry, looked up): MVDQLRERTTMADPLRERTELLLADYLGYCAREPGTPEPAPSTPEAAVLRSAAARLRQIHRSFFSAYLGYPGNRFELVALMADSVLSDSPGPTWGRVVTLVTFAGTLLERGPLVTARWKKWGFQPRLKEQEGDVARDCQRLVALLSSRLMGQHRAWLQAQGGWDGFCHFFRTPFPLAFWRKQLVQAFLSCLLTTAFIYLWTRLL
# Bfl-1 Bim block: inhibitors of Bim binding to Bfl-1, primary screen, biochemical, multiplexed, bead-based flow cytometry; Bim-Bfl-1 binding inhibition; inhibition, % at 10 µM; actives 0.12% (n = 190,000);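 note: 0% = wells without compound plus tracer and 100% = blocker peptide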
# Bim-Bcl-2: inhibitors of Bim-Bcl-2 binding, primary screen, biochemical, multiplexed, human Bcl-2 family; Apoptosis regulator Bcl-2 (Homo sapiens), P10415; inhibition, % at 10 µM; AID 950, 2007; actives 0.06% (n = 190,000); Bead-based flow cytometry, Bim peptide-Bcl-2 binding; in the data active = inhibition above about 40%; inconclusive = no clear call, values can overlap the other calls;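 note: 0% = no compound wells with probe peptide and 100% = reference peptide inhibitor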
# Active calls of the source: *; ? = inconclusive. Cut-off read from the data, not from the text of the source, unless noted: active = inhibition above about 40%.
SMILES,Mcl1-Bid inh,Bcl-W Bim block,Bim-Bcl-XL,RGS4-Gao reg,RGS8-Gao reg,GSH bead fluor,RGS7-Gao reg,Bim-Mcl-1,Bim-Bcl-B,Bfl-1 Bim block,Bim-Bcl-2
O=C(NCc1ccco1)c1ccc(C(=O)NCc2ccco2)s1,-8,2,-2,103,100,11,102,0,-3,-6,-6
O=C(CSc1ncnc2ccccc12)NCc1ccco1,-18,-3,-13,102,100,18,98,-4,-6,-18,-9
Cc1cc(NC(=O)NC2CC(=O)N(c3ccc4c(c3)OCCO4)C2)no1 (stereo not drawn),-2,-1,0,100,104,30,105,0,-5,-3,-4
CCOc1ccc(NC(=O)CNC(=O)c2cccs2)cc1,-5,0,-3,108,104,14,109,0,-1,-5,0
CC(=O)c1c(C)nn(CC(O)COc2ccc3ccccc3c2)c1C (stereo not drawn),-4,1,-1,100,101,10,96,1,-3,-1,-4
Cc1cc(NC(=O)c2ccc3c(c2)C(=O)N(CCC(C)C)C3=O)no1,9,0,-3,98,102,26,102,11,-9,-12,-5
CN1CCN(c2ccccc2NC(=O)c2cc3ccccc3o2)CC1,-16,-3,-6,104,109,17,104,-3,-3,-2,-3
CCC(=O)Nc1ccc(NC(=S)NC(=O)c2oc3ccccc3c2C)cc1,11,-7,-2,92,89,9,95,-5,-5,0,-3
CCOCC(=O)Nc1nnc(SCCOC)s1,-3,-3,-7,100,97,33,98,-2,-5,-3,-4
Cc1ccc(Nc2nnc(C(C)(C)C)c(=O)n2N)cc1,-3,-6,-5,99,99,13,97,-2,-4,-3,-4
COc1cc2c(cc1NC(=O)CSc1ccc(Cl)cc1)oc1ccccc12,-16,-3,-2,103,105,20,97,-1,-1,-7,-11
O=C(CN1C(=O)c2ccccc2C1=O)NNC1=NS(=O)(=O)c2ccccc21,-14,-2,-7,95,98,5,94,-3,-3,-1,-3
CCN(CC)C(=O)CSc1nnc(-c2cnccn2)n1-c1ccccc1,-36,2,-9,92,97,68,92,1,-4,-12,-4
Cc1ccc(-n2nc(C)c3c2NC2=C(C(=O)CC(C)(C)C2)C3c2ccccc2OCC(=O)O)cc1 (stereo not drawn),-28,1,-1,100,100,14,?,0,-2,-2,2
COc1ccc(C)cc1N=Nc1ccc(O)c2ncccc12,-78,13,3,97,100,13,?,3,0,8,6
CCC(Sc1nc2cc3c(cc2c(=O)n1Cc1ccco1)OCO3)C(=O)Nc1cccc(OC)c1 (stereo not drawn),-16,-1,-4,102,99,8,99,-1,0,0,0
O=C(CCC(=O)OCC(=O)c1ccc(Cl)cc1Cl)Nc1cccc2cccnc12,-3,-2,-3,94,98,25,92,0,-1,0,0
OC1CCN(c2c3c(nc4cc(-c5ccc(F)cc5)nn24)CCC3)CC1,-30,4,-4,101,103,35,101,-1,-8,-16,-7
Cc1nc(SCC(=O)NCC2CCCO2)c2oc3ccccc3c2n1 (stereo not drawn),-7,2,-2,99,85,20,97,0,1,2,1
CCOc1ccc(OCC)c(NC(=O)CCCN2C(=O)c3cccnc3C2=O)c1,-27,1,-1,97,103,25,98,-2,-1,0,-2
O=C(Nc1nccs1)c1ccc(Cl)cc1[N+](=O)[O-],-20,1,1,101,101,7,97,0,-2,2,0
CC1=NN(c2ccccc2)C(=O)/C1=C/c1cccs1,-14,0,6,100,93,5,101,1,5,2,1
O=C(Cc1ccccc1)NCCSCc1ccc(Cl)cc1,-18,-4,-14,99,100,25,98,-8,-10,-23,-12
CCOC(=O)c1cnn(-c2ccccc2)c1-n1cccc1C(=O)C(=O)Nc1ccc(F)cc1,-17,-2,-1,102,100,8,103,-1,1,-1,-4
O=C(COC(=O)CCNS(=O)(=O)c1cccc(C(F)(F)F)c1)NC(=O)NC1CCCCC1,5,1,0,100,96,12,100,-1,0,-1,-4
COc1ccc(-c2nnn(CC(=O)N(CCCN3CCOCC3)C(C(=O)NC3CCCC3)c3ccco3)n2)cc1 (stereo not drawn),-30,-4,-2,99,101,10,100,-3,-3,-8,-4
O=C(NCc1ccco1)c1nn2cccnc2c1Cl,-11,0,-1,98,101,8,98,1,-5,0,-1
CN1CCS/C1=C/C=C1/SC(=S)N(Cc2ccccc2)C1=O,-42,20,26,103,100,19,97,19,10,21,15
O=C(NCCN1CCCCCC1)c1ccc(N2CCCC2=O)cc1,-32,11,6,100,98,54,96,1,4,-7,0
CC1(C)CC(=O)c2c(O)cc(O)cc2O1,-30,-2,2,101,102,30,103,0,-11,-11,-5
O=C(O)C1CC=CCC1C(=O)Nc1ccccc1C(=O)N1CCN(c2ccc(F)cc2)CC1 (stereo not drawn),-74,-1,-3,103,105,9,104,-3,0,-3,-4
CCc1nn2cc(C(=O)c3cc(C)ccc3O)cnc2c1-c1ccc(F)cc1,-40,-4,-10,103,101,13,103,42*,-12,-6,-4
CC(C)(C)NC(=O)Cn1c(SCC(=O)Nc2nccs2)nc2ccccc21,-2,-4,-3,110,123,13,109,-6,-6,1,1
Cc1ccc(S(=O)(=O)N2CCCC(C(=O)NNCC(=O)Nc3cc(F)ccc3F)C2)cc1 (stereo not drawn),-27,-1,-1,101,101,16,?,-1,-5,-6,-6
Cc1c(C(=O)O)oc2ccc(S(=O)(=O)NCc3ccccc3)cc12,7,-3,-5,104,103,23,101,-2,-8,-20,-9
COc1cccc(-c2nnc(SCC(=O)NCc3ccc4c(c3)OCO4)n2Cc2ccco2)c1,-13,0,-9,98,99,23,98,-4,-8,-17,-10
CCCC1Nc2ccc(C(=O)O)cc2C2C=CCC12 (stereo not drawn),-98,6,0,99,89,7,92,4,7,7,5
CCOC(=O)c1c(NC(=O)c2ccccc2)sc2c1CCc1ccccc1-2,-12,-1,-8,97,94,23,124,-8,-46,19,1
O=C(CN1CCC(N2CCCCC2)CC1)N1CCOCC1,5,3,-2,97,99,17,?,-1,-6,-6,-4
COc1ccccc1NC(=O)COc1ccccc1,-2,0,5,98,99,12,97,0,-2,0,1
Cc1ccc(-n2c(C)cc(C(=O)COC(=O)c3ccc[nH]c3=O)c2C)cc1C,17,-1,0,104,98,22,107,0,-1,0,0
CN1C(=S)SC(N(O)C(=O)Nc2ccc(Cl)c(Cl)c2)C1(C)C (stereo not drawn),0,-1,-4,107,111,30,100,-3,-2,0,0
Cc1ccc(NC(=O)c2cccs2)cc1NC(=O)c1cccnc1,-17,-2,-3,100,102,11,?,-2,-4,-5,-5
Cc1c(/C=C/C(=O)c2ccc(Cl)s2)cnn1C,-5,-3,-7,96,88,22,99,-3,-4,2,1
COc1ccc(C2C(C#N)=C(N)Oc3c2c(C)nn3-c2ccccc2)cc1Cn1nc(C)c([N+](=O)[O-])c1C (stereo not drawn),-7,0,-2,107,103,26,102,-1,-3,0,3
Cc1ccc(S(=O)(=O)n2cnc3ccccc32)c(C)c1,-1,0,-2,95,99,25,96,-1,-8,-15,-12
Nn1c(COc2cccc(Cl)c2)nc2ccccc2c1=O,-26,-4,-5,97,99,11,101,0,-6,-13,-7
COc1ccc(C2CC(=O)c3cnc(N4CCc5ccccc54)nc3C2)c(OC)c1 (stereo not drawn),-20,0,-2,103,104,10,99,-1,-4,-5,-5
O=C(COC(=O)c1c2c(nc3ccccc13)CCCC2)c1cccs1,12,2,3,100,108,13,102,0,3,0,-4
C#CC(C)(C)NC(=O)CSc1nc2c(c(=O)n(C)c(=O)n2C)n1CCCC,-13,-3,-2,100,99,19,100,1,-5,-11,-6
Cc1ccc(S(=O)(=O)Cn2nnnc2C(c2ccc(F)cc2)N2CCCCC2)cc1 (stereo not drawn),-10,0,-3,103,102,14,101,0,-1,0,1
CCC(CC)C(=O)Nc1cc(=O)n(C)c(=O)n1C,-6,-2,-2,100,100,26,99,-1,-9,-10,-7
CCOC(=O)c1csc(NC(=O)C2CCCCC2)n1,-18,-1,-3,94,95,12,98,0,-7,-11,-4
COc1ccc(Cl)c(NC(=O)Cn2nnc(-c3ccccc3N)n2)c1,-14,-1,-4,102,100,24,99,-3,-11,-11,-6
CN(C)S(=O)(=O)c1cccc(NC(=O)c2n[nH]c(=O)c3ccccc23)c1,-17,-4,-7,102,101,15,?,-2,-3,-9,-3
COc1ccc(CCNC(=O)c2cc(C(=O)c3cc(Cl)ccc3O)cn(CCc3ccc(OC)cc3)c2=O)cc1,-12,0,-2,105,111,5,101,1,-2,1,-1
CCn1cc(Br)c(C(=O)N2CCN(c3ccccc3)CC2)n1,0,2,-11,100,100,35,101,3,-8,-15,-12
COc1ccccc1N1CCN(C(=O)CCN2C(=O)c3cccc4cccc(c34)C2=O)CC1,-25,0,0,100,101,10,96,-1,-1,-5,0
C/C(=N\Nc1nnc2c3ccccc3n(C)c2n1)c1ccc(C)o1,-91,2,0,93,87,8,95,1,4,0,4
CCOC(=O)c1cc2c(n(-c3ccc(Cl)cc3)c1=O)CCCC2=O,-10,-2,-1,99,104,13,105,0,-2,-2,0

# An excerpt from above, showing only RGS7-Gao reg.
molecule	RGS7-Gao reg
CCOCC(=O)Nc1nnc(SCCOC)s1	98
Cc1ccc(Nc2nnc(C(C)(C)C)c(=O)n2N)cc1	97
COc1cc2c(cc1NC(=O)CSc1ccc(Cl)cc1)oc1ccccc12	97
O=C(CN1C(=O)c2ccccc2C1=O)NNC1=NS(=O)(=O)c2ccccc21	94

# (cont.)
SMILES,Mcl1-Bid inh,Bcl-W Bim block,Bim-Bcl-XL,RGS4-Gao reg,RGS8-Gao reg,GSH bead fluor,RGS7-Gao reg,Bim-Mcl-1,Bim-Bcl-B,Bfl-1 Bim block,Bim-Bcl-2
Cc1nc(C(=O)N(C)C)nn1-c1ccc([N+](=O)[O-])cc1,-22,1,0,99,99,14,100,1,-1,0,1
Cc1[nH]nc(SCC(=O)N2CCCCC2)c1[N+](=O)[O-],0,2,-5,98,100,10,102,-3,-8,-9,-8
CCn1nnnc1SCC(=O)NCc1cccs1,-7,-1,-9,102,104,33,100,0,-7,-13,-6
Cc1ccc(NC(=O)c2ccc(OC(=O)c3cc4ccccc4o3)cc2)cc1,-6,-1,5,88,87,41,92,0,2,0,5
